GPR151 ag – activators of human GPR151, primary screen, cell-based, PathHunter beta-arrestin, luminescence | G-protein coupled receptor 151 (Homo sapiens), Q8TDV0 | PathHunter beta-arrestin GPR151 cells | activation, % at 11.2 µM | 650,000 compounds, 1% hits | AID 1508602, 2020; in the data active = activation above about 4.9%;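 note: 0% = median of compound wells and 100% = cells with positive control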
Target sequence (Q8TDV0 whole entry, looked up): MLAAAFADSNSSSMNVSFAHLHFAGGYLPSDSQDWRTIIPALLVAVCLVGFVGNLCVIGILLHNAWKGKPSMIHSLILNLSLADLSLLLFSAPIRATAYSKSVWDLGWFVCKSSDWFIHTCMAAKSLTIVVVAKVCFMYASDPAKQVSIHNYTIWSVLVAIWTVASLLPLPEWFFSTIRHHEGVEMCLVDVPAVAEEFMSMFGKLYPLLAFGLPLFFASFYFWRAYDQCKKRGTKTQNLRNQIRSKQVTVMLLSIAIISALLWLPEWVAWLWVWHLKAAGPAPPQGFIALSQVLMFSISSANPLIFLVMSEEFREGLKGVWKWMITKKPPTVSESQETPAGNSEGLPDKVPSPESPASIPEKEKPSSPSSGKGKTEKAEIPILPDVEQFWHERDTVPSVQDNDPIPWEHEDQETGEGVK
FBW7 act – FBW7 E3 ligase activators, primary screen, biochemical, AlphaScreen, human | 650,000 compounds, 0.13% hits | AlphaScreen FBW7–phospho-cyclin E peptide binding, activator screen | AID 1259310, 2017 | normalized activity (activation), % at 26.1 µM | F-box/WD repeat-containing protein 7 (Homo sapiens), Q969H0; in the data active = normalized activity above about 1.9%;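 note: purified mutant Fbw7 with reduced substrate affinity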
TEAD-YAP block – TEAD-YAP interaction inhibition, primary screen, TEAD-YAP interaction inhibitor project, luminescence, HEK-TIYL cells. TEAD-Gal4/YAP UAS-luciferase luminescence. inhibition, % at 9.12 µM. 640,000 compounds, 1.4% hits. AID 1259422, 2018; in the data active = inhibition above about 32%;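 note: 0% = median of test compound wells and 100% = reference inhibitor wells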
MITF primary – MITF inhibitors, primary screen, biochemical, AlphaScreen, human; Microphthalmia-associated transcription factor (Homo sapiens), O75030; AlphaScreen MITF homodimerization, bead proximity signal; inhibition, % at 2.6 µM; 650,000 compounds, 0.91% hits; in the data active = inhibition above about 50%;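 note: 0% = vehicle wells with protein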
Target sequence (O75030 whole entry, looked up): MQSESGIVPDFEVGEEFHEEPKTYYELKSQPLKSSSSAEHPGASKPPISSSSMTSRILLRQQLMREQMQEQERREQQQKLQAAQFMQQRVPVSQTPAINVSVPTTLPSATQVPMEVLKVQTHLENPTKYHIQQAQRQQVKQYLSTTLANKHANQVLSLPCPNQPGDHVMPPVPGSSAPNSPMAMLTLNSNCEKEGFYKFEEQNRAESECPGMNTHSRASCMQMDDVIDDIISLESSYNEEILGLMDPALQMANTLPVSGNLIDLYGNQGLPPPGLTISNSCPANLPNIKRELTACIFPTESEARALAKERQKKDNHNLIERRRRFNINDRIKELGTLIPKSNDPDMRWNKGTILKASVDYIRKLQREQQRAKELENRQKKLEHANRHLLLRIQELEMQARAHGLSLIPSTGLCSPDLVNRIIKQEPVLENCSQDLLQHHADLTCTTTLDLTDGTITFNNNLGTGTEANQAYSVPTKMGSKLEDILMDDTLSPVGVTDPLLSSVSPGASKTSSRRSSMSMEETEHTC
Active calls of the source: *; · = no result given; & = joins results of further samples. A portion of the library; count on the stated rates, not on these rows.

canonical_smiles	GPR151 ag	FBW7 act	TEAD-YAP block	MITF primary
Cc1ccc(NC2=NCCS2)c(C)c1	-0.6	0.0	-4	-7
C#CC1(O)CC(C)NC2CCCCC21 (stereo not drawn)	0.1	0.0	1	0
CC(C)(C)c1cc(C=C(C#N)C#N)cc(C(C)(C)C)c1O	6.4*	0.0	91*	-5
CC(=O)OC1N=C(c2ccccc2)c2cc(Br)ccc2NC1=O (stereo not drawn)	0.7	-0.1	-4	-7
Cc1ccc(C2=CCN(CC(N)=O)CC2)o1	0.3	-0.1	-2	0
N=C1c2ccccc2CN1c1ccccc1F	-0.5	0.0	5	-17
CN1CCN(c2cc(NCCCO)c([N+](=O)[O-])c3nonc23)CC1	-1.0	0.0	16	7
O=[N+]([O-])c1ccc(NC2CCCCC2)c2ncccc12	0.4	-0.4	-9	12
O=C(CN1CC(c2ccccc2)CC1=O)Nc1ccc(I)cc1 (stereo not drawn)	-1.2	-0.1	-13	-2
COCCNc1ccc(C(=O)N2CC3CC(C2)c2cccc(=O)n2C3)cc1[N+](=O)[O-] (stereo not drawn)	-2.0	0.0	0	0
COc1ccc(OCC(=O)N2CCN(Cc3cc(OC)c(OC)c(OC)c3)CC2)cc1	-0.8	0.1	2	30
CN(C)c1ccc(P(=S)(N(C)C)N(C)C)cc1	0.2	0.2	-7	15
OCCN1CCN(Cc2cc(F)ccc2F)CC1	0.8	0.3	5	21
CCOC(=O)COc1ccc(/C=N/N/C(N)=N/[N+](=O)[O-])cc1OC	-0.1	0.8	11	14
CCCOc1ccc(C2C(C#N)=C(N)Oc3c2c(=O)oc2ccccc32)cc1OCC (stereo not drawn)	0.9	0.0	0	4
Cc1ccc(C=C2C(=O)NC(=S)NC2=O)s1	-0.4	0.1	-30	18
Cc1cc(=O)c(C(=O)NCCCN2CCOCC2)c(C)n1CC1COc2ccccc2O1 (stereo not drawn)	-1.4	0.2	-1	7
CCC(=O)N(Cc1ccc(S(C)(=O)=O)cc1)C1CCN(Cc2ccccc2)CC1	-1.0	-0.2	6	13
O=c1c2ccccc2[nH]c(=S)n1CCc1cnc[nH]1	0.0	0.0	-9	-2
CCCCn1c(=O)c(C(=O)NCc2ccc(Cl)cc2)c(O)c2ccccc21	-0.2	0.1	8	17
COc1cccc(CC(=O)N2CCN(Cc3c(C)noc3C)CC2)c1	-0.5	0.2	4	17
CC(C)(C)c1c(O)[nH]c(=S)[nH]c1=O	0.5	0.1	-2	6
Cc1cccc(CN2CCN(Cc3ccccc3)CC2)c1	0.3	-0.1	2	6
Cc1ccc(OCC(=O)N2CCN(Cc3ccc(Br)cc3)CC2)cc1	1.3	-0.1	4	70*
N[C@@]1(C(=O)O)CC[C@@H](C(=O)O)C1	-1.6&3.0&0.1	-0.1&0.0&0.1	2	0&-3&22

Whole records, quoted from the list. Values in the order: GPR151 ag	FBW7 act	TEAD-YAP block	MITF primary
Cc1ccc(C=C2C(=O)NC(=S)NC2=O)s1 is listed with -0.4	0.1	-30	18
Cc1ccc(NC2=NCCS2)c(C)c1 is listed with -0.6	0.0	-4	-7
N[C@@]1(C(=O)O)CC[C@@H](C(=O)O)C1 is listed with -1.6&3.0&0.1	-0.1&0.0&0.1	2	0&-3&22

Returning to the listing with the two entries that preceded the break.
canonical_smiles	GPR151 ag	FBW7 act	TEAD-YAP block	MITF primary
Cc1ccc(OCC(=O)N2CCN(Cc3ccc(Br)cc3)CC2)cc1	1.3	-0.1	4	70*
N[C@@]1(C(=O)O)CC[C@@H](C(=O)O)C1	-1.6&3.0&0.1	-0.1&0.0&0.1	2	0&-3&22
CS(=O)(=O)N1CCC(C(=O)N2CC3CC(C2)c2cccc(=O)n2C3)CC1 (stereo not drawn)	-0.4	0.0	0	-2
COc1ccc(CC(N)c2ccc(OC)cc2)cc1 (stereo not drawn)	-0.6	0.0	-11	-5
COc1ccc(CN2CCN(c3ccccc3C)CC2)cc1OC	-0.4	0.0	-4	3
O=C(c1cccn2c(=O)c3ccccc3nc12)N1CCC2(CC1)OCCO2	-0.6	0.8	3	10
OC(c1ccc(Cl)s1)(c1ccc(Cl)s1)C1CN2CCC1CC2 (stereo not drawn)	0.0	-0.1	-6	-3
CN1C(=O)NC(=O)/C(=C/c2cccs2)C1=O	2.5	-0.3	-3	11
Cc1cc(/C=C2\C(=O)NC(=O)N(c3ccc(Cl)cc3)C2=O)c(C)n1C	-0.7	0.0	5	3
CC(=O)c1ccccc1NC(=O)C1C2CCC(O2)C1C(=O)O (stereo not drawn)	2.3	0.2	-13	-5
O=C(c1ccccc1)c1ccccc1N=Cc1c(O)[nH]c(=O)[nH]c1=O	-1.0	-1.4	10	19
CCCCC/C=C\C/C=C\C/C=C\C/C=C\CCCC(=O)NCCS(=O)(=O)O	2.2	·	·	-8
Cc1ccc(-c2nn(-c3ccccc3)cc2C=C2C(=O)NC(=O)NC2=O)o1	0.7	-0.4	-39	-9
CC(=O)Nc1nc2nc(C)cc(C)n2[n+]1-c1ccccc1	0.8	0.3	-2	0
O=C(Cc1cccnc1)N1CCCC(N2CCOCC2)C1 (stereo not drawn)	-1.3	-0.1	12	0
COc1cccc(CN2CCN(CCO)CC2)c1	-0.5	0.1	-8	1
Cn1c(=O)oc2cc(S(=O)(=O)N3CC4CC(C3)c3cccc(=O)n3C4)ccc21 (stereo not drawn)	0.9	-0.3	11	3
CNc1ccc(Cl)cc1C(=O)c1ccccc1	-0.9	-0.1	-6	1
CCN1C(=O)C(=O)N(CN2CC=C(c3ccccc3)CC2)C1=O	-0.1	0.0	-2	5
COc1ccc(CCNCc2cc(Cl)c3c(c2)OCCO3)cc1	-1.9	0.0	1	26
CC(=O)C1C(=O)N(c2ccccc2)C(=S)N(c2ccccc2)C1=O	3.4	0.2	-4	10
CN(C)C(Cc1ccccc1)C(=O)c1c[nH]c2ccccc12 (stereo not drawn)	-0.1	-0.1	-22	1
C1=C(c2nc3ccccc3[nH]2)CCN(Cc2ccccc2)C1	-1.0	-0.5	-33	-2
O=c1[nH]c(O)c(C=Nc2cc(F)cc(F)c2)c(=O)[nH]1	-1.0	-0.1	-4	10
CC(=O)c1ccc(-c2ccc3c(c2)COC2(CCN(C(C)=O)CC2)O3)s1	0.0	-0.2	-34	3
Cc1nn(Cc2c(Cl)cccc2Cl)c(Cl)c1C(=O)O	-0.5	-0.1	-7	4
COc1ccc(-c2[nH]nc3c2C(c2ccc(O)cc2)C(C#N)=C(N)O3)cc1OC (stereo not drawn)	0.1	-0.2	-3	-1
N#Cc1ccc(NC(=O)CN2CCSc3ccccc32)cc1Cl	-1.7	0.1	6	0
O=c1c2ccccc2nc(/C=C/c2ccc(O)cc2)n1-c1ccc(Br)cc1	-0.4	-0.2	-6	-1
COc1ccc(-c2nc(CS(=O)CC(=O)N3CCC4(CC3)OCCO4)c(C)o2)cc1 (stereo not drawn)	0.1	-0.1	5	-6
N/C(=N\[N+](=O)[O-])Nc1ccc(NC(=O)c2ccc([N+](=O)[O-])cc2)cc1	1.9	-0.1	-7	12
CCN1C(=O)/C(=C/c2c(OC)cc(OC)cc2OC)C(=O)NC1=S	-0.2	0.1	-2	21
COc1ccccc1CN1CCN(CCC(C)C)C(CCO)C1 (stereo not drawn)	0.1	0.0	-3	-7
CCC1(CCC(C)C)C(=O)NC(=O)N(C(=O)c2ccc(F)cc2)C1=O (stereo not drawn)	0.7	0.0	-1	-2
CCOc1cccc(CN2CCN(C)CC2)c1O	-1.9	-0.1	4	-9
S=P(/C=C(\Cl)c1ccccc1)(/C=C(\Cl)c1ccccc1)N1CCOCC1	0.2	0.0	6	-8
N#Cc1ccc(NC(=O)c2ccccn2)cc1Cl	0.5	-0.1	-47	-4
CS(=O)(=O)Nc1c([N+](=O)[O-])cccc1[N+](=O)[O-]	0.2	0.9	-12	12
COc1ccc(OC)c(-c2c(C#N)c(C)nc3c2N2CCC3CC2)c1	0.1	0.2	6	36
O[C@@H]1[C@@H]2OP(O)(=S)OC[C@H]2O[C@H]1n1cnc2cc(Cl)c(Cl)cc21 (stereo partly drawn)	0.4	-0.1	-36	-14
CCOC(=O)C1C(C=C(C)C)C1(C)C (stereo not drawn)	0.6	-0.1	2	-14
COc1ccc2[nH]c(C)c(CCNCc3cccc(OC)c3OC)c2c1	0.7	0.1	13	52*
NC(=O)OCCSc1ccc(-c2nc3ccccc3[nH]2)cn1	1.5	-0.3	-3	-14
COc1cccc(C2(O)CCN(Cc3ccncc3)CC2)c1	-0.9	1.0	16	4
COc1cc2c(cc1OC)[C@@H]1C(=O)c3ccc4oc(C(C)C)cc4c3O[C@@H]1CO2	3.7	0.1	12	3
Cc1ccc(-n2c(O)c(C=Nc3ccc(Br)cn3)c(=O)[nH]c2=O)cc1	-0.5	0.6	-7	21
CC(=O)N(Cc1ccco1)C1CCN(Cc2ccncc2)CC1	0.6	0.1	4	22
N#CC1=C(N)C(C#N)(C#N)C(c2ccc(F)cc2)C2CSCC=C12 (stereo not drawn)	-1.8	1.4	8	14
CN1CCN(Cc2cccc([N+](=O)[O-])c2)CC1	-0.1	0.0	3	2
CC1NCC2(CCCC2)c2ccccc21 (stereo not drawn)	-1.3	0.1	-8	-4
O=C(CN1CCN(c2ccccc2F)CC1)Nc1cccc(F)c1	-2.2	-0.1	-3	-2
CCCCCCC(C)(C)c1ccc([C@@H]2C[C@H](O)CC[C@H]2CCCO)c(O)c1	0.8&0.7&1.4	0.0&0.0	-15	8&1&12

Three structures from above, arranged by number of heavy atoms, ascending:
canonical_smiles	GPR151 ag	FBW7 act	TEAD-YAP block	MITF primary
Cc1ccc(C2=CCN(CC(N)=O)CC2)o1	0.3	-0.1	-2	0
O=C(Cc1cccnc1)N1CCCC(N2CCOCC2)C1 (stereo not drawn)	-1.3	-0.1	12	0
N/C(=N\[N+](=O)[O-])Nc1ccc(NC(=O)c2ccc([N+](=O)[O-])cc2)cc1	1.9	-0.1	-7	12

Next section.
canonical_smiles	GPR151 ag	FBW7 act	TEAD-YAP block	MITF primary
C[N+]12CCC(CC1)C(C#N)(N1CCOCC1)C2 (stereo not drawn)	-0.1	-0.1	-2	10
CN1CCC(O)(c2ccccc2)C2CCCCC21 (stereo not drawn)	-0.7	-0.1	6	-4
CCOC(=O)CNC(=O)CSP(=S)(OCC)OCC	-0.7	0.0	-1	-1
O=C(O)c1cccc(Nc2cnn(C34CC5CC(CC(C5)C3C(=O)O)C4)c(=O)c2Cl)c1 (stereo not drawn)	1.6	-0.1	-3	-10
C=CCSc1nc2ccccc2c(=O)n1-c1ccccc1OC	1.7	0.0	-1	5
c1nc(N2CCN3CCCC3C2)c2[nH]cnc2n1 (stereo not drawn)	3.8	0.0	-11	3
CCN1CCN(c2ncnc3c2cnn3C)CC1	-1.3	0.0	3	4
Cc1cccc(OCC(=O)N2CCN(Cc3ccccc3Cl)CC2)c1	-0.3	0.0	5	66*
CCOc1cc(C=C2C(=O)NC(=S)NC2=O)cc(Br)c1OCC(=O)O	-0.4	-0.2	7	12
CCOC(=O)C1C2NC(=S)N(c3ccccc3)C1(C)Oc1ccc(OC)cc12 (stereo not drawn)	1.0	-0.2	-5	47
COCCOC(=O)C1=C(N)OC2=C(C(=O)CCC2)C12C(=O)Nc1ccccc12 (stereo not drawn)	-1.0	0.1	-7	-13
CCOC(=O)C1=C(N)Oc2c(c(=O)oc3ccccc23)C1c1ccc(F)cc1F (stereo not drawn)	0.6	-0.1	-1	15
COc1ccccc1CCNC1CCCCCC1	1.8	0.0	-2	-12
CC(C)NC(C)Cc1ccc(I)cc1 (stereo not drawn)	1.8	0.1	-4	-7
CN(C)C(=O)Oc1ccc2c(c1)O/C(=C\c1ccco1)C2=O	-4.8	-0.6	-27	8
C[C@]12CC[C@@H](O)CC1CC[C@@H]1[C@@H]2CC[C@]2(C)C(=O)CC[C@@H]12 (stereo partly drawn)	-0.9&1.1&0.0	0.0&0.0&0.2	-9&-14	-3&12&-5
COc1ccc(/C=C2\C(=O)NC(=S)N(c3ccccc3)C2=O)cc1	0.1	0.3	5	7
CCOC(=O)c1c(C)n(C2CCCCC2)c2ccc(O)cc12	-0.7	0.0	-9	10
O=C1CC2(CCNCC2)Oc2ccc(O)cc21	1.9	-0.1	-6	-4
C=CCOC(=O)C1=C(C)OC(N)=C(C(=O)OC)C12C(=O)N(CC=C)c1ccccc12 (stereo not drawn)	-0.6	0.1	1	-14
CC1=C[C@@H]2c3cccc4[nH]cc(c34)C[C@H]2N(C)C1	4.8	0.0	0	11
